TPT1 inh: Candida albicans TPT1 enzyme inhibitors, primary screen, biochemical, fluorescence polarization; tRNA 2'-phosphotransferase TPT1 (Candida albicans SC5314); actives 0.81% (n = 300,000); inhibition, % at 5 µM; recombinant caTPT1, FP RNA substrate dephosphorylation;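 active = inhibition above the mean of all tested compounds plus 3 SD, set per screening campaign, cut at about 24% in these data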;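 also: plate controls were DMSO alone for no effect and ferristatin control at 100 nM for full effect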
procasp3 activ: activators of human procaspase-3 D3A mutant, primary screen, biochemical, absorbance, PC-3 D3A mutant, single concentration; Caspase-3 (Homo sapiens), P42574; recombinant procaspase-3 D3A, Ac-DEVD-pNA absorbance 405 nm; activation, % at 8.5 µM; actives 0.11% (n = 330,000);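 active = activation above the mean of all tested compounds plus 3 SD, cut at about 21% in these data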;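 also: 0% = DMSO alone and 100% = DMSO wells spiked with extra 5 µM PC-3 D3A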
Target sequence (P42574 whole entry D9A/D28A/D175A): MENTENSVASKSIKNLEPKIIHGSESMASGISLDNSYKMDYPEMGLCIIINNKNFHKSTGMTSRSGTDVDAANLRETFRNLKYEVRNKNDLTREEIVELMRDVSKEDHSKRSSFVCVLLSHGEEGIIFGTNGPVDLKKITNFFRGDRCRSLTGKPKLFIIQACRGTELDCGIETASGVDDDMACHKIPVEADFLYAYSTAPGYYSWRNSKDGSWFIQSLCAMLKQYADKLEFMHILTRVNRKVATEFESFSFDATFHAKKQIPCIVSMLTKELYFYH
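Assay system – Procaspase-3 D3A mutant, all three cleavage aspartates alanine · Controls – DMSO-only low control, 5 µM PC-3 D3A high control · Schedule – 1 h compound preincubation, 2 h substrate hydrolysis at 25 °C · Signal – 405 nm absorbance of p-nitroaniline, reads at 0 and 120 min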
PP1 inh: PP1-alpha phosphatase inhibitors, primary screen, counter-screen for PP5 inhibitor project, biochemical, fluorescence, OMFP substrate, single point; Serine/threonine-protein phosphatase PP1-alpha catalytic subunit (Homo sapiens), P62136; purified PP1alpha; inhibition, % at 6.7 µM; actives 0.9% (n = 320,000); AID 2235, 2010;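 active = inhibition above the mean inhibition of all tested compounds plus 3 SD, computed separately for each screening campaign, cut at about 15% in these data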
CTSL1 counter: Fasciola hepatica cathepsin L1 inhibitors, primary screen, counter-screen for PFM18AAP inhibitor project, biochemical, QFRET, fluorogenic peptide substrate | recombinant F. hepatica cathepsin L1, Z-Leu-Arg-MCA fluorescence | inhibition, % at 5.96 µM | actives 0.49% (n = 300,000) | AID 1906, 2009;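 active = inhibition above the mean of all tested compounds plus 3 SD, set per screening campaign, cut at about 17% in these data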;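 also: 0% = plate median of test compound wells and 100% = 1 µM Z-Phe-Ala-diazomethylketone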
AHR act: AHR activators, primary screen, cell-based, luminescence, luciferase reporter, human | activation, % at 5 µM | actives 2.5% (n = 320,000) | Aryl hydrocarbon receptor (Homo sapiens), P35869 | AHR-responsive luciferase reporter cells; in the data active = activation above about 47%;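 also: 0% = vehicle wells and 100% = reference agonist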
Target sequence (P35869 whole entry, looked up): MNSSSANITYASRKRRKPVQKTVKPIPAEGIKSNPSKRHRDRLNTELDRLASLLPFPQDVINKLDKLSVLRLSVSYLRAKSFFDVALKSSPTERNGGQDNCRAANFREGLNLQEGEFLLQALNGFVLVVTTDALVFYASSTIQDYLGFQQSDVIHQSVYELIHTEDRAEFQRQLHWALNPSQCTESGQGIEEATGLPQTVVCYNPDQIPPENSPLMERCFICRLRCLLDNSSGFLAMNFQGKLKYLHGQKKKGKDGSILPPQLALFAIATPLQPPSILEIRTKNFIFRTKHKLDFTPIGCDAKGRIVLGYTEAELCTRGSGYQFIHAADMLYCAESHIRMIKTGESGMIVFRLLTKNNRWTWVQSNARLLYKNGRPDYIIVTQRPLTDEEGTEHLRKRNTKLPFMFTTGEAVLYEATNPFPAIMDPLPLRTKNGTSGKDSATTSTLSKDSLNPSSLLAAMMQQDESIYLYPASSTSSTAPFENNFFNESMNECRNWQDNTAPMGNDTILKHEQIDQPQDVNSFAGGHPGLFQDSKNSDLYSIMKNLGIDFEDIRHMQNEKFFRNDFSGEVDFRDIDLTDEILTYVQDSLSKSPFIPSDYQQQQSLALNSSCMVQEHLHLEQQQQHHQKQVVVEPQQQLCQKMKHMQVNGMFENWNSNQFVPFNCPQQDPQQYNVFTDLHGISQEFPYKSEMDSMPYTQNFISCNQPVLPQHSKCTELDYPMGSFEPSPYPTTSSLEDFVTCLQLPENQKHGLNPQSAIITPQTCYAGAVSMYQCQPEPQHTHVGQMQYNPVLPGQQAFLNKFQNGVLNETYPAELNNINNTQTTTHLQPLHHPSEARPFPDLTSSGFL
PAFAH2 inh: PAFAH2 enzyme inhibitors, primary screen, biochemical, fluorescence polarization, human. AID 492956, 2010. recombinant PAFAH2, FP-rhodamine activity probe. actives 0.99% (n = 340,000). inhibition, % at 3.39 µM;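 active = inhibition above the mean over all tested compounds plus 3 SD, cut at about 30% in these data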;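 also: inhibitors block probe labeling of enzyme so polarization drops; 0% = enzyme with DMSO and 100% = wells lacking PAFAH2 protein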
procasp7 counter: procaspase-7 activators, primary screen, counter-screen for procaspase-3 activator project, biochemical, absorbance, HTS, human | recombinant procaspase-7, Ac-DEVD-pNA absorbance 405 nm; D23A/D198A/D206A triple mutant, cannot self-cleave; scale: DMSO 0, 5 µM enzyme 100 | actives 0.093% (n = 330,000) | activation, % at 8.5 µM | AID 463210, 2010;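 active = percent activation above the screen-wide mean plus 3 SD, cut at about 25% in these data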
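Replicates: singlicate. Assay system: Procaspase-7 triple mutant (PC-7 D3A). Signal: 405 nm absorbance of p-nitroaniline. Times: 1 h preincubation, 2 h reaction. Buffer or medium: Zinc-free HEPES pH 7.4 with 300 mM NaCl, 0.01% Triton X-100. Also added: DEVD-pNA substrate. Benchmarks: DMSO wells as 0%, DMSO with 5 µM added PC-7 as 100%.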
core dimer inh: inhibitors of HCV core protein dimerization, primary screen, biochemical, TR-FRET, high-throughput; inhibition, % at 5 µM; actives 0.33% (n = 300,000); TR-FRET GST/Flag-core106 dimerization, 1536-well;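 active = inhibition above the mean of all tested compounds plus 3 SD, set per screening campaign, cut at about 45% in these data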
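System – GST-tagged and Flag-tagged HCV core protein residues 1-106 · Repeats – one well for each compound · Technique – TR-FRET 671 and 617 nm emission · Doses – one concentration, 5 µM, in 0.5% DMSO · Times – 4 h, 22.5 °C incubation · Also added – Eu donor and XL665 acceptor anti-tag antibodies · Measure – percent inhibition of core106 dimerization signal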
PP5 inh: PP5 phosphatase inhibitors, primary screen, biochemical, fluorescence; Serine/threonine-protein phosphatase 5 (Homo sapiens), P53041; purified PP5c, OMFP substrate fluorescence; inhibition, % at 6.7 µM; actives 0.18% (n = 320,000); AID 1987, 2009;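 active = inhibition above the campaign's mean inhibition across all tested compounds plus 3 SD, cut at about 9.5% in these data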;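 also: 0% = DMSO only and 100% = 100 µM cantharidin control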
* hit, by the source's call; / = no result given.

SMILES | TPT1 inh | procasp3 activ | PP1 inh | CTSL1 counter | AHR act | PAFAH2 inh | procasp7 counter | core dimer inh | PP5 inh
C=CCOc1ccc(/C=C/C(=O)Nc2ccc(C(=O)NC)cc2)cc1 | -1 | 1 | 15 | 3 | 4 | -13 | 5 | -5 | 3.8
CCc1ccc(N=C2NC(=O)/C(=C/c3cc(OC)c(OC)c(OC)c3)S2)cc1 | -2 | -8 | 13 | 5 | 19 | 14 | -4 | 0 | 2.2
CCn1cc(Br)c(C(=O)N2CCN(c3ccccc3)CC2)n1 | -5 | -2 | -1 | -1 | 3 | -5 | 0 | -6 | 0.5
O=C(Nc1ccccc1Cl)c1cc[n+]([O-])cc1 | -2 | -8 | 0 | 3 | 1 | 1 | -1 | 2 | 5.6
O=[N+]([O-])c1cccc(S(=O)(=O)N2CN(c3ccc(Br)cc3)c3nc4ccccc4nc32)c1 | / | -2 | / | / | 27 | -8 | 3 | / | /
CCOC(=O)c1c(C)c(C(=O)NCCN2CCOCC2)c(C)n1CC | 1 | -3 | -5 | -4 | 3 | 5 | 8 | 1 | -0.4
O=C1CC(c2ccc(Cl)cc2)CC(O)=C1C=NCc1ccc(Cl)c(Cl)c1 (configuration not stated) | 1 | -2 | 0 | 0 | 1 | 0 | -7 | 4 | 4.6
CC(C)(O)C#Cc1ccc(C(=O)NCc2ccccc2)s1 | 1 | 2 | -4 | 0 | 5 | 2 | 5 | -5 | 1.2
O=C(/C=C/c1ccco1)NCc1ccc(F)cc1 | 3 | -4 | -2 | 5 | 0 | 6 | 5 | 0 | 1.5
C[C@@H]1NC(=O)N[C@@H]1CCCCCC(=O)O | -1 | 6 | 1 | -1 | -3 | -6 | -10 | 3 | -0.4
c1ccc(C2[C@H]3CN(Cc4cccnc4)[C@H](c4ccccc4)C34CC2(c2ccccc2)C4)cc1 (some centres not stated) | 0 | 10 | 14 | -1 | 1 | -3 | 2 | 14 | 0.1
CCOC(=O)C(C(=O)OCC)C(C)(C)/C(C)=N\Nc1ccc([N+](=O)[O-])cc1[N+](=O)[O-] | 1 | -2 | 0 | 6 | -1 | 3 | 2 | 12 | 3.8
Cc1nn(-c2ccccc2)c(-c2ccccc2)c1C(=O)O | -3 | -1 | 0 | -5 | 4 | -9 | 3 | 1 | 2.4
Nn1c(SCC(=O)NC2CCCCC2)nnc1-c1ccc(Cl)cc1 | -9 | 6 | 1 | 2 | 3 | -2 | 12 | -5 | 2.0
COc1ccc(C(=O)Nc2ccc(N3CCCC3)cc2)cc1Br | 2 | -5 | 6 | 1 | -9 | -5 | -3 | 7 | -2.4
CCN(CC)Cc1c(C(=O)N/N=C(\C)c2ccncc2)nnn1-c1nonc1N | -3 | -7 | -3 | -4 | 3 | 8 | 1 | -6 | 0.8
CCCCOc1ccc(Cc2c(COCC)[nH]c(=S)[nH]c2=O)cc1 | -3 | -7 | -1 | 3 | 6 | 4 | -6 | 10 | -1.5
Cc1cc(F)ccc1NC(=O)Nc1ccc2c(c1)OCO2 | -5 | -7 | -3 | 0 | 35 | -7 | -1 | -5 | 3.1
O=C(CN1CCN(S(=O)(=O)c2ccccc2[N+](=O)[O-])CC1)NC(=O)NCc1ccco1 | 4 | 2 | -6 | 1 | -1 | 2 | 5 | 16 | 1.3
CCC(C)S(=O)(=O)c1snnc1C (configuration not stated) | 3 | 4 | 0 | -2 | 0 | 7 | 4 | -4 | 0.5
COc1cccc(NS(=O)(=O)c2ccc3[nH]cc(C(=O)NCCN4CCOCC4)c(=O)c3c2)c1 | 3 | 5 | 0 | 5 | -1 | 5 | 4 | -1 | -0.1
O=C(CN(Cc1cccs1)C(=O)CSc1nnc(COc2ccccc2)o1)NC1CCCCC1 | 1 | 6 | -11 | 0 | -2 | -6 | -8 | -1 | 2.7
Cc1cccc(NS(=O)(=O)c2ccc(C(=O)NCC3(N4CCCCC4)CCCCC3)cc2)c1C | 0 | 1 | -1 | 7 | 0 | 1 | 9 | -7 | 0.7
CCC1(c2ccc(F)cc2)NC(=O)N(CC(=O)NCC(=O)Nc2cccc(C)c2C)C1=O (configuration not stated) | 0 | 2 | -5 | 3 | 2 | 4 | 7 | -3 | -3.2
COc1cccc(C2NC(=O)NC(C)=C2C(=O)OCCSC)c1OC (configuration not stated) | 2 | -1 | -4 | -5 | 1 | 6 | 2 | 4 | 2.6
COC(=O)[C@H](CC(C)C)NC(=O)Nc1ccc(F)cc1 | -2 | -15 | -1 | 1 | 2 | 4 | 1 | -3 | -2.0
Cc1c(NC(=O)CSc2nnnn2Cc2ccccc2)c(=O)n(-c2ccccc2)n1C | -5 | -1 | -6 | 2 | -3 | -1 | 11 | 7 | 3.8
CCN(CC)S(=O)(=O)c1ccc2c(c1)NC(=O)C1CCCN21 (configuration not stated) | 16 | -6 | 5 | -1 | 1 | -2 | 1 | 24 | 2.1
CC(C)C(=O)Nc1ccc(NC(=O)c2cccnc2)cn1 | 1 | 2 | -3 | 5 | 2 | 2 | 3 | -4 | 0.0
CC(C)(C)c1nnc(NC(=O)C2CC(=O)N(CCc3ccc(F)cc3)C2)s1 (configuration not stated) | 0 | 3 | 6 | -4 | 1 | 4 | -8 | 13 | 1.0
COc1ccc(N2CCN(C(C)C(=O)N3CC(C)OC(C)C3)CC2)cc1 (configuration not stated) | -3 | 3 | 0 | -2 | 0 | -5 | -1 | 1 | -0.2
CCCCNc1nc(N)ncc1[N+](=O)[O-] | -4 | -1 | 4 | 10 | 1 | -1 | 2 | 3 | -5.8
Cc1noc(C)c1NC(=O)N(C)C[C@H]1Oc2c(NC(=O)Nc3ccccc3)cccc2C(=O)N([C@H](C)CO)C[C@@H]1C | / | 10 | / | / | 0 | 2 | 0 | / | /
Cc1cc(OCC(=O)Nc2cccc(S(=O)(=O)N3CCCCC3)c2)ccc1Cl | / | 2 | 8 | / | 0 | -28 | -18 | / | 3.2
CCCCc1ccc(-c2ccc(C)cc2O)nc1 | 4 | -1 | 1 | 2 | -4 | -13 | 5 | 4 | 1.8
O=C(/C=C/c1cccc([N+](=O)[O-])c1)NC1CC2CCC1C2 (configuration not stated) | -3 | 8 | 1 | -2 | 15 | -4 | 9 | 3 | -0.1
O=C1C(=Cc2cccn2-c2ccccc2)C(=O)c2ccccc21 | 4 | -12 | 10 | 2 | 13 | 14 | 3 | -1 | 0.8
O=S(=O)(c1ccc2oc(=S)[nH]c2c1)N1CCCCC1 | 0 | 6 | 0 | 4 | 0 | -1 | -18 | 4 | -0.1
Cc1cc(C(=O)Nc2ccc(F)cc2F)on1 | 2 | -5 | -3 | 1 | -4 | -2 | 7 | 4 | -1.0
O=C(CN1C(=O)NC2(CCCCCC2)C1=O)N1CCN(S(=O)(=O)c2ccccc2)CC1 | -3 | 9 | -1 | -1 | -1 | -3 | 6 | 2 | 2.8
O=C1CS/C(=C\[N+](=O)[O-])N1c1ccccc1 | 0 | -15 | 2 | 4 | 0 | -7 | -6 | -5 | -0.1
N#Cc1cccc(NC(=O)CN2NS(=O)(=O)c3ccccc3C2=O)c1 | -4 | 7 | 4 | 3 | 0 | 0 | -2 | 1 | 2.3
Cc1ccc(NC(=O)C2CC(=O)N(Cc3ccco3)C2)cc1 (configuration not stated) | 0 | 1 | -4 | 0 | 0 | -4 | 4 | -2 | 0.8
CCCCNC(=S)NNc1c(Cl)cc(Cl)cc1Cl | -1 | 4 | -1 | -2 | 2 | 4 | -9 | 1 | -1.6
COc1ccc(OC)c(N(CC(=O)NCc2cccnc2)S(C)(=O)=O)c1 | -5 | 4 | -3 | -2 | -1 | -3 | 6 | -1 | -1.1

Full records as entered above:
CCc1ccc(N=C2NC(=O)/C(=C/c3cc(OC)c(OC)c(OC)c3)S2)cc1 across the screens: TPT1 inh = -2; procasp3 activ = -8; PP1 inh = 13; CTSL1 counter = 5; AHR act = 19; PAFAH2 inh = 14; procasp7 counter = -4; core dimer inh = 0; PP5 inh = 2.2
CCOC(=O)C(C(=O)OCC)C(C)(C)/C(C)=N\Nc1ccc([N+](=O)[O-])cc1[N+](=O)[O-] across the screens: TPT1 inh = 1; procasp3 activ = -2; PP1 inh = 0; CTSL1 counter = 6; AHR act = -1; PAFAH2 inh = 3; procasp7 counter = 2; core dimer inh = 12; PP5 inh = 3.8

New compounds follow:
SMILES | TPT1 inh | procasp3 activ | PP1 inh | CTSL1 counter | AHR act | PAFAH2 inh | procasp7 counter | core dimer inh | PP5 inh
Cc1ccc(C)c(NC(=O)CSc2sc3c(O)cc(=O)[nH]c3c2C#N)c1 | 0 | 8 | 3 | 9 | 6 | 18 | -14 | 9 | 1.6
CC(C)[C@@H](C(=O)OCC(=O)Nc1ccc2c(c1)OCO2)N1C(=O)c2ccccc2C1=O | 3 | -1 | 1 | -1 | 9 | 2 | 10 | 13 | -0.7
N#Cc1cc([N+](=O)[O-])ccc1NC(=O)COC(=O)C12CC3CC(CC(C3)C1)C2 | 1 | 3 | 4 | 3 | 5 | / | 9 | 7 | 3.6
COc1ccc(C=O)cc1OC1C=CCCC1 (configuration not stated) | -3 | 0 | -2 | 1 | 2 | -13 | 11 | -2 | 2.8
CCn1c(SCC(=O)Nc2ccc3c(c2)OCCO3)nnc1-c1ccco1 | 0 | -6 | 1 | -2 | 3 | 1 | 1 | -4 | 1.4
O=C(COC(=O)c1cccc(Cl)c1)NCCN1C(=O)CSC1=O | 0 | -1 | 0 | -7 | 1 | -2 | -10 | -1 | 2.6
Cc1ccccc1C(=O)NC(CC(C)C)C(=O)Nc1ccc(S(N)(=O)=O)cc1 (configuration not stated) | 2 | 3 | -5 | 0 | 0 | -8 | 1 | 1 | -3.5
CC(C)(C)c1cnnn1-c1ccc([N+](=O)[O-])cc1 | 1 | 5 | -4 | -2 | 3 | 0 | 2 | -2 | -4.2
O=C(NCCc1ccccc1)c1cnc2n(c1=O)CCS2 | -2 | 1 | 0 | 5 | 8 | 9 | -6 | -4 | -2.9
Cc1ccnc2nc(C(=O)OC(C)C(=O)NCc3ccccc3)nn12 (configuration not stated) | / | 7 | -11 | / | -1 | 4 | 17 | / | 2.3
CCCC1(c2ccccc2)NC(=O)N(CC(=O)Nc2cc(S(=O)(=O)N3CCOCC3)ccc2Cl)C1=O (configuration not stated) | -1 | -2 | -4 | 0 | 1 | 7 | 5 | 0 | 3.0

Screens deposited in PubChem BioAssay by The Scripps Research Institute Molecular Screening Center.
